From PubChem BioAssay
APP 5UTR inh – APP translation inhibition. SH-SY5Y APP 5'UTR-luciferase reporter, luminescence. inhibition, % at 2 µM. 0.82% of 190,000 active. AID 1285;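 active = inhibition above a set limit, derived from the sample mean plus 3 SD, cut at about 45% in these data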; also: values of inactives mirror those of a sister screen read the other way
STAT1 inh – reduces IFN-gamma driven STAT1 reporter signal; NIH 3T3 STAT1-luciferase reporter, luminescence; inhibition, % at 5.5 µM; 0.35% of 200,000 active;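 active = inhibition above a set limit, the mean inhibition across all tested compounds plus 3 SD, cut at about 34% in these data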;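 also: 0% = IFN-gamma with DMSO and 100% = IFN-gamma with 300 µM nifuroxazide; values of inactives mirror those of a sister screen read the other way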
Diaph act CS – counter-screen for diaphorase-based assays: diaphorase activators and chemical reducers | Diaphorase/resazurin coupled assay, resorufin fluorescence, 16 min; hits give high values; 1 = vehicle wells, 0 = NADH-free wells | 0.005% of 190,000 active | activation factor at 20 µM | AID 1229;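 active = diaphorase activity raised at least twofold by the compound at 20 µM; inactive = activation factor below 2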
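System – purified diaphorase enzyme from Clostridium kluyveri · Input – enzyme 0.07 U/mL final · Also added – final NADH 0.114 mM, resazurin 0.1 mM · Measured by – fluorescence of resorufin, 544 nm excitation, 590 nm emission · Timing – 16 min enzyme reaction, ambient temperature · Measure – resorufin increase flagging diaphorase activators or reducers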
STAT3 act – STAT3 signaling activation; AID 871; activation (% of control), % at 5.6 µM; 0.91% of 190,000 active; U3A cells, IL-6 STAT3-luciferase reporter, luminescence; 100% = signal with IL-6 EC80 alone;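 active = activation above the screen-wide mean of compound activation plus 3 SD, cut at about 130% in these data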;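 also: 0% = background luminescence of wells with medium and substrate only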
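system = STAT3-luciferase reporter U3A cells | reagent = IL-6 stimulus at 33 ng/mL final | timing = 1 h compound pre-exposure, 6 h IL-6 stimulation, 37 °C | measured by = luminescence | evaluation = % activation versus median of IL-6-stimulated wells | control set = IL-6-only wells as 100% reference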
Diaph inh CS – inhibits diaphorase or chemically oxidizes, flagging diaphorase assay artifacts | inhibition, % at 20 µM | 0.69% of 190,000 active | diaphorase resazurin-to-resorufin fluorescence, NADH, 16 min; bacterial (C. kluyveri) enzyme, not human;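 active = primary screen inhibition at 20 µM above a set limit, cut at about 50% in these data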;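 also: plate controls were DMSO with full reaction for no effect and wells lacking NADH for full effect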
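System: Diaphorase enzyme from Clostridium kluyveri | Amount: Enzyme working solution with 0.14 U/mL diaphorase | Benchmarks: No-NADH positive control and DMSO neutral control | Signal: Fluorescence of resorufin formed from resazurin, Ex 544/Em 590 nm | Schedule: 16-min room-temperature incubation before reading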
STAT1 act – STAT1 signaling activation; NIH 3T3 STAT1-luciferase reporter, IFN-gamma, luminescence; 100% = IFN-gamma alone, no compound; activation (% of control), % at 5.5 µM; 2.6% of 200,000 active;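 active = activation above the screen-wide mean activation plus 3 SD, cut at about 130% in these data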;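 also: raw ratio to IFN-gamma control signal so 100% means no change and 0% no light; values of inactives mirror those of a sister screen read the other way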
STAT3 blocker – STAT3 signaling inhibition; inhibition, % at 5.5 µM; U3A cells, IL-6 STAT3-luciferase reporter, luminescence; host cell line lacks STAT1; 0.89% of 190,000 active;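 active = inhibition above the mean inhibition across all screened compounds plus 3 SD, cut at about 44% in these data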;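 also: 0% = DMSO only wells and 100% = 100 µM nifuroxazide control wells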
TLR4-MyD88 BLA – inhibitors of human TLR4-MyD88 binding. O00206+Q99836. HeLa CL3-4 TLR4/MyD88 BLA complementation, FRET ratio. inhibition, % at 8.4 µM. 0.18% of 200,000 active. AID 861; in the data active = inhibition above about 25%;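 also: 0% = vehicle and 100% = reference inhibitor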
Hsp70 activator – Hsp70 transcriptional activation, primary screen. 0.04% of 200,000 active. activation, % at 10 µM. AID 1203. HeLa Hsp70 promoter luciferase reporter, luminescence; scaled: vehicle 0, proteasome-inhibitor control 100%;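 active = activation above the mean across all tested compounds plus 3 SD, cutoff set per campaign, cut at about 5.5% in these data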;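 also: 100% = MG132 at 30 µM as the positive control and 0% = DMSO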
G6PDH CS – L. mesenteroides G6PDH inhibition counter-screen; Purified L. mesenteroides G6PDH, diaphorase/resazurin coupled fluorescence, 45 min; inhibition, % at 5 µM; AID 1020; 0.12% of 200,000 active; in the data active = inhibition above about 50%
An asterisk follows results filed as active.

Codes: A = APP 5UTR inh; B = STAT1 inh; C = Diaph act CS; D = STAT3 act; E = Diaph inh CS; F = STAT1 act; G = STAT3 blocker; H = TLR4-MyD88 BLA; I = Hsp70 activator; J = G6PDH CS
1: O=C1CSC(c2cn(-c3ccccc3)nc2-c2ccc3c(c2)OCCO3)N1CCN1CCOCC1 (configuration not stated)
  A: 3; B: 8; C: 0.8; D: 104; E: 15; F: 92; G: 1; H: -8; I: -0.3; J: 10
2: CC(=O)N(c1ccccc1)C1CCCC1
  A: -8; B: -15; C: 0.9; D: 103; E: 8; F: 114; G: 1; H: 2; I: -0.2; J: 7
3: Cc1ccc(S(=O)(=O)c2ccccc2)cc1S(=O)(=O)N1CCOCC1
  A: -5; B: 2; C: 1; D: 100; E: -2; F: 98; G: 4; H: -10; I: 0.0; J: 1
4: COc1cc(-n2c(C)nc3cc(C(=O)N4CCOCC4)ccc32)cc(OC)c1OC
  A: 3; B: -2; C: 1; D: 94; E: 3; F: 101; G: 10; H: -3; I: -0.2; J: -1
5: CCN1CCN(CCCNC(=O)Cn2cc3c(n2)CCCC3)CC1
  A: -8; B: -3; C: 1; D: 100; E: 3; F: 103; G: 5; H: -2; I: 0.7; J: 4
6: CC(c1nnc(Sc2nnnn2-c2ccccc2)n1-c1ccc(F)cc1)N(C)C (configuration not stated)
  A: 0; B: -1; C: 0.9; D: 114; E: 7; F: 101; G: -10; H: 7; I: -0.1; J: 5
7: Cc1ccccc1NC(=O)c1cnc2ccccn2c1=O
  A: -104; B: 17; C: 1.1; D: 44; E: -7; F: 85; G: 72*; H: -3; I: 0.2; J: 9
8: CCOC(=O)C(C(=O)OCC)C(C)C#CCN1CCCCC1 (configuration not stated)
  A: -10; B: -6; C: 1; D: 99; E: -1; F: 105; G: 5; H: -6; I: -0.2; J: -11
9: CCOc1cc(NS(=O)(=O)c2ccc(Cl)cc2)c(OCC)cc1NC(=O)CC(C)C
  A: 11; B: -2; C: 1; D: 104; E: 0; F: 102; G: 2; H: -11; I: -0.1; J: 18
10: CCCn1nnnc1SCC(=O)N1CCCC1
  A: -6; B: 5; C: 1; D: 99; E: -1; F: 95; G: 5; H: -10; I: -0.3; J: -6
11: COc1cc2ccccc2cc1C(=O)NC(=S)Nc1cccc(C(=O)O)c1
  A: -22; B: -2; C: 0.8; D: 92; E: 20; F: 102; G: 10; H: 1; I: 0.2; J: -4
12: N#Cc1c(C(F)(F)F)cc(-c2ccccc2)nc1SCCN1CCOCC1
  A: -4; B: 11; C: 0.9; D: 152*; E: 12; F: 90; G: -56; H: 0; I: -0.2; J: 1
13: COc1ccc(S(N)(=O)=O)cc1C(N)=O
  A: -7; B: -7; C: 1; D: 99; E: 2; F: 105; G: 6; H: -15; I: -0.1; J: 16
14: O=C(OC(C(=O)NC1CCCCC1)c1ccccn1)c1cccs1 (configuration not stated)
  A: -7; B: 2; C: 1; D: 94; E: -2; F: 99; G: 11; H: 3; I: 0.5; J: -1
15: Cc1cc(C)c2c(=O)n(-c3ccccc3)[nH]c2n1
  A: -53; B: -2; C: 1.1; D: 99; E: -6; F: 101; G: 7; H: -1; I: -0.1; J: -3
16: O=C(c1ccc(Cl)cc1)c1c[nH]cc1-c1ccccc1
  A: -5; B: 8; C: 0.9; D: 97; E: 8; F: 93; G: 7; H: -24; I: -0.4; J: -4
17: CC(=O)N1CCN(S(=O)(=O)c2cccc(C(=O)NC3CCC(C)CC3)c2)CC1 (configuration not stated)
  A: 3; B: 0; C: 0.9; D: 99; E: 6; F: 99; G: 3; H: -7; I: 0.0; J: 1
18: O=C(COc1ccc(/C=N/NC(=O)c2ccccc2)cc1)Nc1ccc([N+](=O)[O-])cc1
  A: 0; B: 6; C: 1; D: 106; E: -4; F: 94; G: -7; H: 3; I: -0.1; J: 17
19: C/C(CC(=O)Nc1ccc([N+](=O)[O-])cc1)=N/NC(=O)C1CC12CCC2 (configuration not stated)
  A: -4; B: 1; C: 0.8; D: 98; E: 25; F: 99; G: 11; H: -14; I: 0.1; J: 7
20: O=C(Nc1ccccc1N1CCOCC1)c1ccc(Br)o1
  A: 16; B: 0; C: 1; D: 91; E: -4; F: 100; G: 15; H: 14; I: 0.0; J: 9
21: O=C(COC(=O)c1ncc(Cl)c(Cl)c1Cl)Nc1ccccc1OC(F)F
  A: -9; B: -2; C: 0.8; D: 134*; E: 21; F: 102; G: -40; H: -2; I: -0.4; J: -5
22: COc1cc(C(=O)NCCc2cc3c(OC)ccc(OC)c3[nH]c2=O)cc(OC)c1OC
  A: 16; B: 8; C: 0.6; D: 101; E: 44; F: 91; G: 2; H: -2; I: -0.4; J: 0
23: CCOc1ccc(N2C(=O)CC(Sc3nc(C)cc(C)n3)C2=O)cc1 (configuration not stated)
  A: -1; B: 0; C: 0.9; D: 93; E: 9; F: 100; G: 14; H: 1; I: -0.3; J: 10
24: CCCc1cc(=O)[nH]c(SCC(=O)c2cc(C)n(-c3cc(C)on3)c2C)n1
  A: 15; B: 15; C: 0.9; D: 101; E: 10; F: 86; G: 7; H: -3; I: -0.2; J: -1

An excerpt of these results, with two lines to a compound:
Each structure is followed by: APP 5UTR inh | STAT1 inh | Diaph act CS | STAT3 act | Diaph inh CS | STAT1 act | STAT3 blocker | TLR4-MyD88 BLA | Hsp70 activator | G6PDH CS
16. O=C(c1ccc(Cl)cc1)c1c[nH]cc1-c1ccccc1
    -5 | 8 | 0.9 | 97 | 8 | 93 | 7 | -24 | -0.4 | -4
17. CC(=O)N1CCN(S(=O)(=O)c2cccc(C(=O)NC3CCC(C)CC3)c2)CC1 (configuration not stated)
    3 | 0 | 0.9 | 99 | 6 | 99 | 3 | -7 | 0.0 | 1
18. O=C(COc1ccc(/C=N/NC(=O)c2ccccc2)cc1)Nc1ccc([N+](=O)[O-])cc1
    0 | 6 | 1 | 106 | -4 | 94 | -7 | 3 | -0.1 | 17
19. C/C(CC(=O)Nc1ccc([N+](=O)[O-])cc1)=N/NC(=O)C1CC12CCC2 (configuration not stated)
    -4 | 1 | 0.8 | 98 | 25 | 99 | 11 | -14 | 0.1 | 7
20. O=C(Nc1ccccc1N1CCOCC1)c1ccc(Br)o1
    16 | 0 | 1 | 91 | -4 | 100 | 15 | 14 | 0.0 | 9
21. O=C(COC(=O)c1ncc(Cl)c(Cl)c1Cl)Nc1ccccc1OC(F)F
    -9 | -2 | 0.8 | 134* | 21 | 102 | -40 | -2 | -0.4 | -5
22. COc1cc(C(=O)NCCc2cc3c(OC)ccc(OC)c3[nH]c2=O)cc(OC)c1OC
    16 | 8 | 0.6 | 101 | 44 | 91 | 2 | -2 | -0.4 | 0
23. CCOc1ccc(N2C(=O)CC(Sc3nc(C)cc(C)n3)C2=O)cc1 (configuration not stated)
    -1 | 0 | 0.9 | 93 | 9 | 100 | 14 | 1 | -0.3 | 10
24. CCCc1cc(=O)[nH]c(SCC(=O)c2cc(C)n(-c3cc(C)on3)c2C)n1
    15 | 15 | 0.9 | 101 | 10 | 86 | 7 | -3 | -0.2 | -1
